Compound activity: PubChem, National Center for Advancing Translational Sciences (NCATS)
CBFb-RUNX1 inh: blocks binding between human CBF-beta and RUNX1 | AlphaScreen CBFb-His/RUNX1-biotin binding, biochemical | Potency, µM (top dose mostly 59.8 µM), inactives show top-dose activity, negative = inhibition, most hits filed as inhibitors | 230,000 tested, under 10 active | AID 1477; also: % of control where 0% means no effect
Target sequence (Q01196 whole entry, looked up): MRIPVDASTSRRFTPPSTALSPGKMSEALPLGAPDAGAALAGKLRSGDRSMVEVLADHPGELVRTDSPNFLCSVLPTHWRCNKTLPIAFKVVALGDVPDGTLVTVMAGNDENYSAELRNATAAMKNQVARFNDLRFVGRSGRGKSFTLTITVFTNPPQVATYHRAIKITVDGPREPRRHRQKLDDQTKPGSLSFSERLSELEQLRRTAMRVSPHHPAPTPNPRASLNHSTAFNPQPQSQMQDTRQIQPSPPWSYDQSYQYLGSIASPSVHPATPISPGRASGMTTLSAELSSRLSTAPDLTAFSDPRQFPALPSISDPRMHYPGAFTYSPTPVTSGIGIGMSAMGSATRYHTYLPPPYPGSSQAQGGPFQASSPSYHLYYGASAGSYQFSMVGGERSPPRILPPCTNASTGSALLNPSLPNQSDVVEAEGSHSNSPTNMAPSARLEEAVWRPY
Target sequence (Q13951 whole entry, looked up): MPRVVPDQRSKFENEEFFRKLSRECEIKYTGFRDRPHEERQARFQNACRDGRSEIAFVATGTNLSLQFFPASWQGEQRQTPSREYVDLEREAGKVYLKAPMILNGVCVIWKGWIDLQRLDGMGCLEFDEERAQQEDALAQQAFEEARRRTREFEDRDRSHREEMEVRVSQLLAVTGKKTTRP
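Interaction loss through any mechanism counts as activity. Pre-formed complex of His-CBF-beta and biotin-RUNX1 (30 nM apiece) is incubated with compound 15 min, then with 50 ng nickel and 50 ng streptavidin beads for 90 min before AlphaScreen detection.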
L3MBTL1 block: blocks human L3MBTL1; Q9Y468; AlphaScreen L3MBTL1–H3K9me1 peptide binding; Potency, µM (doses to about 57.1 µM), inactives show at the top dose activity, negative = inhibition, actives largely listed as inhibitors; 230,000 tested, 0.66% active; AID 485360; also: potency is read from the fitted curve at half-maximal effect; % is scaled to controls: 0 for no effect and ±100 for the full control effect; nearly all actives have a fitted effect of over 60% in size
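L3MBTL1 (50 nM) pre-complexed 30 min with biotinylated H3(1-15)K9me1 peptide (75 nM), then compounds added for 30 min at room temperature; AlphaScreen streptavidin donor/nickel chelate acceptor beads (10 ug/mL final) read after 30 min dark incubation.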
IMPase Li cell: cell-permeable IMPase inhibitors with lithium potentiation | CHO-M1 cells, IP1 TR-FRET (IP-One), carbachol + lithium | Potency, µM (top dose mostly 59.4 µM), without a hit: top-dose activity, negative = IMPase inhibition, most hits filed as inhibitors | 210,000 tested, 0.35% active | AID 1457;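 also: IP1 builds up when IMPase is blocked and the TR-FRET signal falls; potency is read from the fitted curve at half-maximal effect; plate controls were basal vehicle for no effect and high inhibitor control for full effect; nearly all actives have a fitted effect of over 50% in size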
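Concentration–response in CHO-M1 cells, lithium-potentiated; 30 min at 37C. IP1 detected by competitive TR-FRET after 10 min lysis at RT. Hill-fitted AC50.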
Luc counter: Kinase-Glo luciferase inhibition (counter-screen); Q27757; Kinase-Glo luciferase, ATP luminescence, 8 min; Potency, µM (titrated, usually from 38.3 µM), for inactives: at the top dose activity change, negative = inhibition, most hits filed as inhibitors; 200,000 tested, 0.28% active; also: potency is read from the fitted curve at half-maximal effect; % is scaled to controls: 0 for no effect and ±100 for the full control effect; nearly all actives have a fitted effect of over 60% in size
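Luminescence was the read-out, taken after 8-minute incubation at ambient temperature. Luciferase turned over luciferin with 10 uM ATP in imidazole pH 7.2 buffer containing KCl, MgCl2, Tween 20 and BSA.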
Epigenetic derep: regulators of epigenetic silencing causing reporter derepression in mouse cells | murine LDR cells, GFP reporter derepression, 30 h | Potency, µM (top dose mostly 53.9 µM), for the others: at the highest dose GFP activation, most hits filed as activators | 280,000 tested, 0.2% active | AID 1865; also: potency is read from the fitted curve at half-maximal effect; % of control where 0% means no effect; nearly all actives have a fitted effect of over 60% in size
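Reporter derepression read as number of fluorescent GFP-positive objects, 20-120 um in size, counted by laser-scanning cytometer. Mouse LDR line with an epigenetically silenced CMV-GFP locus; compound incubation 30 h, 37 C.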
NPSR antag: neuropeptide S receptor (human) antagonism, cAMP. Q6W5P4. AID 1461. Potency, µM (doses to about 38.3 µM), inactives show at the highest dose activity change, negative = inhibition, most hits filed as inhibitors. 220,000 tested, 1% active. CHO-NPSR cells, cAMP TR-FRET, antagonist mode; also: potency is read from the fitted curve at half-maximal effect; % is scaled to controls: 0 for no effect and ±100 for the full control effect; nearly all actives have a fitted effect of over 50% in size; many of its hits are not listed in these tables
Target sequence (Q6W5P4 whole entry, looked up): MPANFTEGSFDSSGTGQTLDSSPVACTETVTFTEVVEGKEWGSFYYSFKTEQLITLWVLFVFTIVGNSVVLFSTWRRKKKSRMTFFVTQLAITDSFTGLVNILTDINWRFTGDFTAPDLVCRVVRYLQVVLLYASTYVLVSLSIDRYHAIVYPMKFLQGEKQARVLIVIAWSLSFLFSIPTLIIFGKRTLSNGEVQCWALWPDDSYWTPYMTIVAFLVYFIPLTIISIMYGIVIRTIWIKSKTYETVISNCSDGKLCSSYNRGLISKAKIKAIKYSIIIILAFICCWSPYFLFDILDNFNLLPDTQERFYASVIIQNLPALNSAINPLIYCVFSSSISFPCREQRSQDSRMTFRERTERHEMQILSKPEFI
HTT aggregate: inhibitors of mutant huntingtin aggregate formation in PC12 cells. PC12 HttQ103-GFP aggregates, Acumen cytometry, 40 h. Potency, µM (top dose mostly 46.1 µM), for the others: top-dose activity change, negative = inhibition, most hits filed as inhibitors. 220,000 tested, 1.1% active. AID 1688; also: potency is read from the fitted curve at half-maximal effect; % is scaled to controls: 0 for no effect and ±100 for the full control effect; nearly all actives have a fitted effect of over 60% in size
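Quantitative HTS on tebufenozide-induced (100 nM) PC12 cells stably expressing polyQ103 Huntingtin exon 1–GFP. Reduction of bright GFP aggregates, detected by laser scanning cytometry after lysis, identified actives across the titration.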
The depositor's hits bear a star; u = inconclusive; x = no result given; [ ] = another dose, or the depositor's remark. Calls follow the shape of the dose curve; as a rule, active = well fitted curve in the direction sought with a large enough effect; inconclusive = small, poorly fitted or top-dose-only effect, or another doubt; inactive = no such curve, though single readings can be large; an effect the other way counts as inactive or inconclusive. Only part of the results is shown; the hit share may differ from the screen's.

SMILES	CBFb-RUNX1 inh	L3MBTL1 block	IMPase Li cell	Luc counter	Epigenetic derep	NPSR antag	HTT aggregate
Cc1cccc(C)c1NC(=O)C(c1cccs1)N(Cc1ccco1)C(=O)Cn1nnc2ccccc21 (stereo unspecified)	6.9%	-1.6%	2.7%[38.3 µM]	2.6%	-1.6%	u	11.2%
O=C(CN1CCN(c2ccc(F)cc2)CC1)c1ccc2c(c1)OCO2	0.3%	-2.1%	5.2%[38.3 µM]	-4.0%	0.0%	-16.0%[46.1 µM]	19.8%
CCn1cc(CNC(=O)c2cccc([N+](=O)[O-])c2)c(C)n1	7.7%	u	-1.5%	0.9%	0.0%	2.9%[46.1 µM]	-9.6%
Cc1ccc(S(=O)(=O)c2nc(C)oc2NCc2ccccc2)cc1	14.5%	-3.3%	-1.2%	1.6%	0.0%	-7.3%[46.1 µM]	6.0%
COc1ccc([N+](=O)[O-])cc1NC(=O)CSCc1ccccc1	-7.9%	-4.5%	x	x	-0.9%	u	-5.4%
CCOC(=O)CC1=C(C(=O)OCC)C(c2ccc(C)o2)C(C#N)=C(N)O1 (stereo unspecified)	2.4%	-4.6%	18.7%[38.3 µM]	-0.4%	0.0%	4.2%[46.1 µM]	16.3%
COc1cc(/C=C2/N=C(c3ccccc3F)OC2=O)cc(Cl)c1OS(C)(=O)=O	-2.7%	0.9%	-4.5%[38.3 µM]	0.3%	-0.8%	u	7.7%
CCNc1ncnc2c1cnn2C	-1.4%	x	-7.3%	1.2%	-0.9%	15.3%	-13.0%
CC(Nc1ccc(Cl)c(Cl)c1)C(=O)NN (stereo unspecified)	-6.1%	0.3%	x	x	0.1%	9.3%	24.9%[9.22 µM]
Cc1cccc(-c2cc(C(=O)NCCCn3ccnc3)c3ccccc3n2)c1	-1.8%	-6.6%	6.3%[38.3 µM]	-6.6%	-1.1%	10.9%[46.1 µM]	21.2%
O=C(CN(Cc1ccccc1)C(=O)CCC(=O)Nc1ccccn1)NCc1ccco1	-1.3%	x	33.0%[activator][38.3 µM]	-1.2%	0.0%	-17.4%[46.1 µM]	-15.6%
COC(=O)N/N=C/c1ccc([N+](=O)[O-])o1	5.2%	-2.6%	-5.2%	-1.8%	4.7%	3.8%[46.1 µM]	0.4%
COc1ccccc1CNC(=O)CSc1nnc2c(Cl)cc(C(F)(F)F)cn12	3.1%	3.1%	-7.7%	0.3%	0.0%	15.4%	u
CCOc1ccc(-c2ccc(/C=C3/C(=N)N4C(C)=CSC4=NC3=O)o2)c([N+](=O)[O-])c1	-14.2%	-27.0%	8.5%	-0.3%	0.0%	3.8%	-18.2%
O=C(Oc1cccc(C(=S)N2CCOCC2)c1)c1cc([N+](=O)[O-])cc([N+](=O)[O-])c1	7.6%	2.6%	4.3%	-0.8%	-2.1%	-1.6%	11.1%[9.22 µM]
CCOC(=O)COc1cccc2c(=O)n(CC(=O)N3CCc4ccccc43)ccc12	7.3%	-4.3%	u	0.4%	1.3%	8.7%[46.1 µM]	-23.8%
CN(C(=O)COC(=O)c1ccccc1SCC(=O)NC1CCCCCCC1)C1CCS(=O)(=O)C1 (stereo unspecified)	5.5%	1.0%	0.5%	-0.8%	-1.8%	4.5%	2.4%
Cn1c(=S)ccc2ccccc21	14.9%	-13.7%	-12.2%	3.8%	-1.6%	-7.5%	9.3%
CSc1ccccc1C(=O)NCCOc1cccc(C)c1	6.0%	6.1%	-3.0%	0.0%	-3.1%	-2.7%	-2.0%
COc1nc(N/N=C/c2ccc(-c3cccc([N+](=O)[O-])c3)o2)nc(N2CCOCC2)n1	5.0%	-3.0%	4.4%	0.8%	-1.0%	10.3%	9.0%
COc1ccc(Cl)cc1NC(=S)N(CCN1CCOCC1)C1CCN(C(C)=O)CC1	-1.3%	x	6.7%	-0.4%	1.1%	7.8%	9.2%
CC1CCc2c(sc3nc(CN4CCOCC4)nc(Sc4ccccc4)c23)C1 (stereo unspecified)	10.0%	-5.6%	3.8%	-5.0%	-4.1%	-54.6%	29.6%
CCCS(=O)(=O)c1c(S(=O)(=O)CCC)c2ccc(C(N)=O)cn2c1C(=O)OC	-5.7%	5.4%	-2.8%	-0.1%	-0.2%	3.0%	-2.1%
Nc1ccc(OCC(O)C[n+]2ccc(CCS(=O)(=O)[O-])cc2)cc1 (stereo unspecified)	-8.8%	-0.1%	5.5%	2.2%	0.5%	8.2%	0.0%
CC1CC(C)C[N+](=C2C=C(N3CCCC3)CC(C)(C)C2)C1 (stereo unspecified)	3.3%	-4.8%	23.1%	0.8%	5.1%	13.7%	u

Following part.
SMILES	CBFb-RUNX1 inh	L3MBTL1 block	IMPase Li cell	Luc counter	Epigenetic derep	NPSR antag	HTT aggregate
CCC(=O)n1nc(-c2ccccc2)nc1NCc1ccccc1	16.3%	49.6%[activator]	38.8%[activator][38.3 µM]	-0.3%	-1.1%	-7.5%[46.1 µM]	u
OCCN(Cc1ccccc1)Cc1ccc(C(F)(F)F)cc1	1.3%	x	-8.0%[38.3 µM]	0.6%	-3.0%	-13.3%[46.1 µM]	11.7%[9.22 µM]
N#CCCN(Cc1ccccc1)C(=O)c1cccs1	1.4%	-2.7%	x	x	-1.9%	-28.6%	22.4%[9.22 µM]
Nc1nnc(CCS(=O)(=O)c2cc(Cl)ccc2Cl)s1	-7.7%	x	29.2%[38.3 µM]	-1.3%	0.0%	13.7%[46.1 µM]	21.8%
CC(C)CCOC(=O)C1C2C=CC3(CN(Cc4cccs4)C(=O)C13)O2 (stereo unspecified)	7.1%	6.2%	18.4%[38.3 µM]	0.8%	0.1%	-9.7%[46.1 µM]	-4.1%
NC(=S)Nc1cc2ccccc2c2ccccc12	-9.8%	-0.6%	-8.1%[38.3 µM]	-2.2%	-2.2%	12.1%[46.1 µM]	-16.9%
CN(C)S(=O)(=O)c1ccc(/C(O)=C2/C(=O)C(=O)N(Cc3cccnc3)C2c2ccco2)cc1 (stereo unspecified)	0.2%	u	4.1%[38.3 µM]	1.2%	-1.0%	-5.6%[46.1 µM]	12.3%
CC(NC(=O)NC(=O)c1ccc(Cl)cc1Cl)C1CC1 (stereo unspecified)	-4.2%	9.3%	4.1%	0.4%	2.3%	-2.4%	3.5%
O=c1c2ccccc2cnn1-c1nc2ccccc2[nH]1	16.5%	11.2%	-3.5%	2µM*	1.1%	-15.0%	5.6%
Cc1ccc(NC(=O)CSc2n[nH]c(N)n2)cc1S(=O)(=O)N1CCOCC1	7.8%	-1.2%	x	x	0.1%	2.4%	9.6%[9.22 µM]
[O-][N+]1=C(c2cccs2)CN(O)C1	-1.5%	1.6%	x	x	-7.0%	2.1%[46.1 µM]	-2.3%
O=C(O)c1cnn2c1NC(c1cccs1)CC2C(F)(F)F (stereo unspecified)	-0.7%	0.5%	x	x	-2.0%	-5.3%[46.1 µM]	21.2%
Cc1nc2cc(N)ccc2n1C1CCCCC1	u	-13.3%	21.8%	-2.9%	-7.2%	37.7%	-3.1%[9.22 µM]
COc1ccc(NC(=S)N(CCN2CCOCC2)Cc2cc3cc4c(cc3[nH]c2=O)OCCO4)cc1	-0.8%	-12.5%	13.7%	0.8%	0.1%	31.7%	-19.6%[9.22 µM]
Cc1ccc(OCCN2C(=O)CSC2=O)cc1	2.8%	2.8%	-1.3%[38.3 µM]	-8.0%	-1.9%	-22.1%[46.1 µM]	12.7%
CS(=O)(=O)N(CC(=O)NCCSc1ccccn1)c1ccc(F)cc1	4.6%	2.1%	8.4%	-1.4%	-5.7%	-4.2%	0.8%[9.22 µM]
COc1ccc(S(=O)(=O)N[C@@H](Cc2ccccc2)C(=O)N2CC[C@@]3(O)CCCC[C@H]3C2)cc1	1.4%	1.0%	-0.8%[38.3 µM]	1.9%	-2.3%	-9.7%[46.1 µM]	u
Cc1cc(/C=C2/C(=N)N3C(=NC2=O)SN=C3S(C)(=O)=O)c(C)n1-c1ccc(F)cc1	u	x	10.6%	13.5%	-0.8%	-40.7%	3.8%
Cn1c(SCC(=O)Nc2nccs2)nnc1C12CC3CC(CC(C3)C1)C2	5.9%	1.4%	28.9%[38.3 µM]	1.2%	-0.8%	-5.7%[46.1 µM]	-23.1%
COc1cccc(-c2nnc(NC(=O)c3ccc(S(=O)(=O)N4CCOCC4)cc3)o2)c1	-18.0%	7.8%	2.8%[38.3 µM]	-1.1%	0.0%	-15.6%[46.1 µM]	10µM*
COc1ccccc1Cn1nnc2c(=O)[nH]c(C3CCN(C(=O)c4ccccc4Cl)CC3)nc21	6.8%	6.3%	-11.4%[38.3 µM]	4.1%	-2.2%	-24.0%[46.1 µM]	-16.1%
CCN(CCCNC(=O)CCNC(=O)Cn1ccc2ccccc2c1=O)c1ccccc1	1.1%	-9.4%	12.7%[38.3 µM]	0.2%	-2.5%	12.1%[46.1 µM]	9.9%

Compound profiles, from the list above. Order of values: CBFb-RUNX1 inh | L3MBTL1 block | IMPase Li cell | Luc counter | Epigenetic derep | NPSR antag | HTT aggregate
Cn1c(SCC(=O)Nc2nccs2)nnc1C12CC3CC(CC(C3)C1)C2 across the screens: 5.9% | 1.4% | 28.9%[38.3 µM] | 1.2% | -0.8% | -5.7%[46.1 µM] | -23.1%
O=c1c2ccccc2cnn1-c1nc2ccccc2[nH]1 across the screens: 16.5% | 11.2% | -3.5% | 2µM* | 1.1% | -15.0% | 5.6%
OCCN(Cc1ccccc1)Cc1ccc(C(F)(F)F)cc1 across the screens: 1.3% | x | -8.0%[38.3 µM] | 0.6% | -3.0% | -13.3%[46.1 µM] | 11.7%[9.22 µM]
CC(C)CCOC(=O)C1C2C=CC3(CN(Cc4cccs4)C(=O)C13)O2 (stereo unspecified) across the screens: 7.1% | 6.2% | 18.4%[38.3 µM] | 0.8% | 0.1% | -9.7%[46.1 µM] | -4.1%
CN(C)S(=O)(=O)c1ccc(/C(O)=C2/C(=O)C(=O)N(Cc3cccnc3)C2c2ccco2)cc1 (stereo unspecified) across the screens: 0.2% | u | 4.1%[38.3 µM] | 1.2% | -1.0% | -5.6%[46.1 µM] | 12.3%

By substructure, the compounds so far with a cyano group
SMILES	CBFb-RUNX1 inh	L3MBTL1 block	IMPase Li cell	Luc counter	Epigenetic derep	NPSR antag	HTT aggregate
CCOC(=O)CC1=C(C(=O)OCC)C(c2ccc(C)o2)C(C#N)=C(N)O1 (stereo unspecified)	2.4%	-4.6%	18.7%[38.3 µM]	-0.4%	0.0%	4.2%[46.1 µM]	16.3%
N#CCCN(Cc1ccccc1)C(=O)c1cccs1	1.4%	-2.7%	x	x	-1.9%	-28.6%	22.4%[9.22 µM]
